Source: PubChem
HT1080NT lethal – qHTS for induction of synthetic lethality in tumor cells producing 2HG: qHTS for the HT-1080-NT fibrosarcoma cell line; HT-1080-NT fibrosarcoma viability, CellTiter-Glo ATP luminescence, 48 h; Potency, µM (highest dose often 46.1 µM), without a hit: at the highest dose activity, negative = less viability, actives largely listed as cytotoxic; 360,000 compounds, 1.6% hits; AID 686970, 2013;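 further: NT is the 2HG producing partner of a matched IDH1 knockdown line; potency means the concentration at half of the fitted maximal effect; 0% = DMSO-treated cells and -100% = media-only wells without cells; nearly all actives have a fitted effect of over 55% in size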
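Viability by CellTiter-Glo luminescence after 48 h compound exposure at 37C of HT-1080-NT cells (750/well, RPMI, 5% FBS). % activity scaled between DMSO wells and medium-only wells, then curve-fitted and categorized by curve class.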
MCF10A rereplic – A quantitative high throughput screen for small molecules that induce DNA re-replication in MCF 10a normal breast cells; AID 624296, 2012; MCF 10A DNA re-replication, Hoechst nuclear intensity, 48 h; Potency, µM (doses to about 46.1 µM), inactives show top-dose activity, positive = re-replication, hits mostly activators; 350,000 compounds, 2.9% hits; further: potency means the concentration at half of the fitted maximal effect; % of control where 0% means no effect; nearly all actives have a fitted effect of over 50% in size
IL-1B inflam inh – qHTS for Inhibitors of Inflammasome Signaling: IL-1-beta AlphaLISA Primary Screen. AID 743279, 2014. activity change, % at 57.5 µM. THP-1 LPS/ATP IL-1B secretion, AlphaLISA, 16 h; hits give low values. 360,000 compounds, 4.7% hits; in the data active means activity change below about -50%; inconclusive means mostly about -30% to -49%; further: on the % scale 0 is the no-effect control and ±100 the full control effect
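THP-1 cells pretreated 1 hr with compounds (up to 57.5 uM final), then stimulated with LPS (250 ng/mL final) plus ATP (1.25 mM final); secreted IL-1B measured by AlphaLISA after 16 hr, decreased signal indicating inhibition.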
HT1080 IDH1KD tx – qHTS for induction of synthetic lethality in tumor cells producing 2HG: qHTS for the HT-1080-IDH1KD cell line | Potency, µM (top dose mostly 46.1 µM), for the others: at the highest dose activity, negative = toxicity, actives largely listed as cytotoxic | HT-1080 IDH1 knockdown viability, ATP luminescence, 48 h | 360,000 compounds, 2% hits;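 further: potency means the concentration at half of the fitted maximal effect; 0% = DMSO wells and -100% = cell-free medium wells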
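% activity derives from luminescence (CellTiter-Glo), normalised to DMSO and no-cell wells. HT-1080-IDH1KD cells, 750/well, had 48 h compound exposure at 37 °C.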
KB-3-1 tox – qHTS assay for MDR1-selective chemotherapeutics: Primary screen using the parental adenocarcinoma cell KB-3-1 | KB-3-1 viability, CellTiter-Glo ATP luminescence, 72 h | Potency, µM (series often up to 46.1 µM), for the others: top-dose activity change, negative = cytotoxic, actives largely listed as cytotoxic | 400,000 compounds, 1.4% hits | AID 1347075, 2019; further: potency means the concentration at half of the fitted maximal effect; on the % scale 0 is the no-effect control and ±100 the full control effect; nearly all actives have a fitted effect of over 60% in size
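Screening of KB-3-1 cells (DMEM, 10% FBS, phenol-red free) ran from lowest to highest compound concentration; after 72 h at 37 °C viability was read luminescently and curves fitted.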
DRD3 agonist – qHTS of D3 Dopamine Receptor Agonist: qHTS. D3R DiscoveRx beta-arrestin cells, luminescence, 90 min. max activation, %. 410,000 compounds, 0.58% hits. AID 652048, 2013; in the data active means max activation above about 30%; further: 0% is about no effect; mostly tested at two doses, the higher about 12 µM
Target sequence (P35462 whole entry, looked up): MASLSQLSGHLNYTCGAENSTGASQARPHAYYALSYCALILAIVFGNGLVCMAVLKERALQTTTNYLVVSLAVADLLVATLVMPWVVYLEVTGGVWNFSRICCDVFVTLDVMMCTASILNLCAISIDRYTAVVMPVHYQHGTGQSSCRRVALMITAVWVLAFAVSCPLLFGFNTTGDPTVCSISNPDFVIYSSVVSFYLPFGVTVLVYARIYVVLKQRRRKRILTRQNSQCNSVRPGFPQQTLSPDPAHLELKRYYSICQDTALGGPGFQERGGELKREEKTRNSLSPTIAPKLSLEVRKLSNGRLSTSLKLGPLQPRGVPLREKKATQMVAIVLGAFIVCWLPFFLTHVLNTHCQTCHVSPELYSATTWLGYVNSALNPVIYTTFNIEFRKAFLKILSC
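Agonist-mode cell screen: cells plated at 1500/well and incubated overnight at 37 °C, then exposed to library compounds for 90 min at 37 °C. Detection reagent was added for 30–60 min at room temperature, and luminescence was read.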
SW480 rerep – A quantitative high throughput screen for small molecules that induce DNA re-replication in SW480 colon adenocarcinoma cells | SW480 DNA re-replication, Hoechst DNA content imaging, 48 h | Potency, µM (highest dose often 46.1 µM), without a hit: at the highest dose re-replication activation, actives largely listed as activators | 340,000 compounds, 1.8% hits; further: potency means the concentration at half of the fitted maximal effect; % of control where 0% means no effect; nearly all actives have a fitted effect of over 55% in size
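Treated cells incubate 48 hr (37 C, 5% CO2), are stained 40 min with Hoechst, and nuclear fluorescence is enumerated; a rise in nuclei with high DNA signal marks re-replication.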
HEK293 tox – qHTS of GLP-1 Receptor Inverse Agonists: Cytotox Screen. HEK293 cAMP-luciferase reporter cells, luminescence, 24 h. Potency, µM (top dose mostly 38.3 µM), inactives show at the highest dose activity change, negative = inhibition, actives largely listed as inhibitors. 410,000 compounds, 0.13% hits. AID 624418, 2012;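 further: loss of luciferase light is scored as toxicity; potency means the concentration at half of the fitted maximal effect; on the % scale 0 is the no-effect control and ±100 the full control effect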
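MLSMR compounds, 24 hr on cells at 37 deg C/5% CO2; luminescence after luciferase reagent (12 min RT). Inhibition counted as the undesired cytotoxic outcome.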
KB-V1 MDR tox – qHTS assay for MDR1-selective chemotherapeutics: Primary screen using the drug-selected MDR subline cells KB-V1. Potency, µM (series often up to 46.1 µM), for the others: top-dose activity change, negative = cytotoxicity, most hits filed as cytotoxic. AID 1347076, 2019. KB-V1 MDR cells viability, CellTiter-Glo, 72 h. 400,000 compounds, 3.4% hits; further: potency means the concentration at half of the fitted maximal effect; on the % scale 0 is the no-effect control and ±100 the full control effect; nearly all actives have a fitted effect of over 60% in size
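Cytotoxicity toward P-gp-expressing KB-V1 cells was determined as loss of CellTiter-Glo luminescence after 72 h at 37 degrees C. Compounds were tested in quantitative HTS format across a concentration range, with curves fitted to normalized data.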
Active calls of the source: *; ? = inconclusive; · = no result given; & = joins results of further samples; [ ] = dose if it differs, or a comment. Unless noted, the call rests on the fitted dose curve; in most records, active means well fitted curve in the direction sought with a large enough effect; inconclusive means small, poorly fitted or top-dose-only effect, or another doubt; inactive means no such curve, though single readings can be large; an effect the other way counts as inactive or inconclusive.

The opening 7 entries (preview)
| structure | HT1080NT lethal | MCF10A rereplic | IL-1B inflam inh | HT1080 IDH1KD tx | KB-3-1 tox | DRD3 agonist | SW480 rerep | HEK293 tox | KB-V1 MDR tox |
| --- | --- | --- | --- | --- | --- | --- | --- | --- | --- |
| O=C(CN(C(=O)CCC(=O)Nc1nccs1)c1ccc(F)cc1)NCc1ccc2c(c1)OCO2 | -8% | 4% | -10 | -8% | 26% | -1 | -4% | 5% | 6% |
| CCC(C)c1ccc(S(=O)(=O)N2CCN(CC(O)CN3CCOCC3)CC2)cc1 (stereo not drawn) | 4% | 9% | 0 | 0% | -11% | -2 | -6% | -13% | 5.8µM* |
| Cc1ccc(-c2nn(-c3ccccc3)cc2C(=O)OCC(=O)Nc2ncc(Cl)cc2Cl)cc1 | -3% | 3% | 0 | -3% | 4% | 2 | · | 6% | -24% |
| Cn1cccc1/C=N/NC(=O)c1cc(-c2cccs2)nc2ccccc12 | ? | 5.8µM* | 21 | ? | 7.3µM* | -7 | 15µM* | 0% | 6.5µM* |
| Cc1ccc(S(=O)(=O)N2C[C@H]3[C@H]4C(=O)N(C5CCCCC5)C(=O)[C@H]4CC(=O)[C@H]3[C@@H]2c2ccccc2Cl)cc1 | 12% | · | -6 | 13% | 0% | 10 | · | -3% | 12% |
| CN(C)CCCNC(=S)N(CCCN(C)C)Cc1cc2cc3c(cc2[nH]c1=O)OCO3 | 1% | 0% | 1 | 2% | 2% | 0 | 1% | 0% | 17% |
| COc1ccccc1NC(=O)C1=C(C)NC(=O)NC1c1cc(C)cs1 (stereo not drawn) | 5% | -3% | -27 | 2% | ? | 0 | -1% | -8%[1.53 µM] | -28% |

All compounds of this part, from the first entry:
| structure | HT1080NT lethal | MCF10A rereplic | IL-1B inflam inh | HT1080 IDH1KD tx | KB-3-1 tox | DRD3 agonist | SW480 rerep | HEK293 tox | KB-V1 MDR tox |
| --- | --- | --- | --- | --- | --- | --- | --- | --- | --- |
| O=C(CN(C(=O)CCC(=O)Nc1nccs1)c1ccc(F)cc1)NCc1ccc2c(c1)OCO2 | -8% | 4% | -10 | -8% | 26% | -1 | -4% | 5% | 6% |
| CCC(C)c1ccc(S(=O)(=O)N2CCN(CC(O)CN3CCOCC3)CC2)cc1 (stereo not drawn) | 4% | 9% | 0 | 0% | -11% | -2 | -6% | -13% | 5.8µM* |
| Cc1ccc(-c2nn(-c3ccccc3)cc2C(=O)OCC(=O)Nc2ncc(Cl)cc2Cl)cc1 | -3% | 3% | 0 | -3% | 4% | 2 | · | 6% | -24% |
| Cn1cccc1/C=N/NC(=O)c1cc(-c2cccs2)nc2ccccc12 | ? | 5.8µM* | 21 | ? | 7.3µM* | -7 | 15µM* | 0% | 6.5µM* |
| Cc1ccc(S(=O)(=O)N2C[C@H]3[C@H]4C(=O)N(C5CCCCC5)C(=O)[C@H]4CC(=O)[C@H]3[C@@H]2c2ccccc2Cl)cc1 | 12% | · | -6 | 13% | 0% | 10 | · | -3% | 12% |
| CN(C)CCCNC(=S)N(CCCN(C)C)Cc1cc2cc3c(cc2[nH]c1=O)OCO3 | 1% | 0% | 1 | 2% | 2% | 0 | 1% | 0% | 17% |
| COc1ccccc1NC(=O)C1=C(C)NC(=O)NC1c1cc(C)cs1 (stereo not drawn) | 5% | -3% | -27 | 2% | ? | 0 | -1% | -8%[1.53 µM] | -28% |
| O=C1CCc2cc(S(=O)(=O)NCCC(=O)NC3CCN(Cc4ccccc4)CC3)ccc2N1 | -1% | 2% | -10 | -2% | -9% | -4 | 0% | -8% | 16% |
| CCCn1c(NC(=O)c2ccc(Br)cc2)nc2ccccc21 | 7% | -5% | 37 | -4% | 3% | 19 | -3% | 0% | 6% |
| CNC(=O)NC(=O)COc1ccc2oc3c(c2c1)CCCC3 | 10% | 5% | 0 | 10% | 1% | -2 | -3% | 11% | -17% |
| O=C1CCCN1CCCNc1nc2c(S(=O)(=O)c3ccccc3)nnn2c2ccc(Cl)cc12 | ? | -1% | ? | ? | ? | 2 | ? | -16% | ? |
| O=C(NC(Cc1c[nH]c2ccccc12)C(=O)Nc1ccc(OC(F)(F)F)cc1)c1cccs1 (stereo not drawn) | ? | ? | -68* | 21µM* | 12µM* | -1 | ? | ? | ? |
| CCc1nc2ccc(C(=O)NCC3CCCCC3)cn2c1N(C)Cc1ccc(OC)cc1 | ? | · | ? | ? | 0% | -3 | · | -13% | ? |
| CCC(C)(C(=O)NC1CCCCC1)N(C)C(=O)c1ccc2c(c1)OCO2 (stereo not drawn) | 0% | 0% | 8 | -3% | 9% | -5 | -2% | 1% | ? |
| Cc1ccc(C(=O)NC(=S)Nc2ccc(N3CCOCC3)cc2)cc1 | -6% | 7% | -8 | -4% | -5% | -11 | 3% | ? | -16% |
| CCc1ccc2nc(NC(=O)c3cc(C)on3)sc2c1 | 9.2µM* | 6.5µM* | 1 | 6.5µM* | 7.3µM* | -4 | 6.5µM* | ? | 8.2µM* |
| Cc1ccc(N(CC(=O)N2CCN(c3ccccc3F)CC2)S(=O)(=O)c2c(C)noc2C)cc1 | 6% | -1% | -6 | 6% | -1% | -12&-4 | ? | 0%&1% | -5% |
| COc1cccc(CNC(=O)C2CCCN(S(=O)(=O)N(C)c3ccc(F)cc3)C2)c1OC (stereo not drawn) | · | · | · | · | ? | 1 | · | 3% | ? |
| COc1ccc(CCNC(=O)c2ccc(CN3CCOCC3)cc2)cc1 | -3% | -6% | 7 | 4% | -2% | -19 | 0% | 1% | -36% |
| COC(=O)Cn1c(=NC(=O)CSCC(=O)Nc2cc(C)on2)sc2ccccc21 | 4% | 9% | 20 | 2% | 16% | -8 | -10% | 3% | 13% |
| CN(c1ccccc1)S(=O)(=O)c1ccc2c(c1)OCCO2 | -3% | -6% | 10 | -6% | -19% | 41* | ? | 2% | -3% |
| CC1=C(C(=O)Nc2cccc(C(=O)NCC(C)c3ccccc3)c2)SCCO1 (stereo not drawn) | 2% | · | 24 | 0% | -13% | -5 | · | -5% | ? |
| CN(C)c1ncc(C(=O)O)cn1 | -5% | 26% | 1 | -2% | -5% | -1 | -2% | 3% | 0% |
| COC(=O)c1cnc(SCc2ccc([N+](=O)[O-])cc2)n1C | -2% | 3% | -28 | 3% | 3% | 6 | -26% | -6% | 15% |
| COC(=O)Cn1c(O)c(N=NC(=O)CNC(=O)c2ccc3c(c2)OCCO3)c2ccccc21 | -2% | 0% | 0 | 4% | -18% | -7 | ? | -17% | 5% |
| COc1cccc(OC)c1C(=O)NC(=S)NCc1ccco1 | -13% | 2% | 3 | -3% | -3% | -5 | 0% | 11%[7.66 µM] | -3% |
| CCC(=O)Oc1oc(-c2ccccc2)nc1C=Nc1ccc(C)cc1 | -5% | 12% | 4 | 3% | 0% | 15 | -96%[inhibitor] | 7% | 32% |
| Cc1ccnc(NC(=O)CS(=O)(=O)Cc2ccccc2)c1 | 1% | -4% | 22 | -4% | 5% | -1 | 1% | 12% | 5% |
| COc1ccc(/C=N/n2c(-c3n[nH]c4c3CCC4)n[nH]c2=S)c(OC)c1OC | 9% | 3% | -4 | 0% | -2% | -3 | -2% | 4% | 2% |
| COCCNC(=O)CS(=O)Cc1nc(-c2ccc(Cl)cc2)oc1C (stereo not drawn) | -1% | 8% | 49 | 2% | -22% | -3 | -16% | ? | 5% |
| Cc1ccc(S(=O)(=O)CCC(=O)OCC(=O)c2c[nH]c3ccccc23)cc1 | -6% | ? | 14 | 0% | -4% | 33* | 2% | 2% | -8% |
| N/C(=N\OC(=O)CCC1CCCCC1)c1cccc([N+](=O)[O-])c1 | -1% | -180%[0.0737 µM] | 14 | 7% | 14% | 2 | 8% | 0% | ? |
| CC(=O)CC(=O)Nc1ccc(Nc2ccccc2)cc1 | 8% | ? | -27 | 20% | 3% | 4 | 0% | -22% | -13% |
| CCOC(=O)c1c(CC(C)C)csc1NC(=O)C(C)C | -17% | ? | 34 | -20% | 0% | -1 | -4% | -12% | -8% |
| Cc1ccc(NC(=O)c2nc(-c3ccncc3)no2)c(Cl)c1 | · | · | · | · | 13% | -16 | · | -20% | 15% |
| COc1cc(S(=O)(=O)N2CCOCC2)ccc1NC(=O)COC(=O)c1cc(OC)c(OC)c(OC)c1 | 2% | -3% | 0 | -10% | 10% | 0 | -5% | -4% | -1% |
| CC1(C(=O)Nc2ccc3ccccc3c2)CCC(=O)N1C1CCN(Cc2ccccc2)CC1 (stereo not drawn) | ? | · | ? | ? | 0% | -1 | · | ? | 6% |
| COc1ccc(OC)c(NC(=O)COC(=O)C2CCN(C(=O)c3ccc(Cl)cc3)CC2)c1 | 22% | 8% | -2 | 23% | -2% | -4 | -1% | 9% | 7% |
| O=C(/C=C/c1ccc(OC(F)F)cc1)Nc1cccc(S(=O)(=O)N2CCOCC2)c1 | ? | ? | -65* | ? | ? | 22 | -3% | -24% | ? |
| Nn1c(COc2ccccc2F)nnc1SCC(=O)NC1CCCCC1 | 17% | 0% | -1 | 10% | -1% | 2 | -5% | -6% | 16% |
| COc1cccc(S(=O)(=O)N(C)C[C@H]2OCc3cn(nn3)CCCC(=O)N([C@@H](C)CO)C[C@@H]2C)c1 | 17% | · | -20 | 20% | 0% | 6 | · | 5% | 0% |

No enrichment for hits; about 11% have a hit in one of these screens.
